STEP block – STEP (human) phosphatase inhibition | P54829 | recombinant STEP, OMFP fluorogenic substrate, fluorescence | inhibition, % at 20 µM | 360,000 compounds, 0.25% hits | AID 588621;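 active = inhibition at 20 µM, scaled per plate between control wells, above about 37%, limit read from the data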;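 also: 0% = DMSO with enzyme and substrate and 100% = substrate only without enzyme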
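Also added – OMFP at 25 µM · Test system – STEP tyrosine phosphatase · Technique – FITC-channel fluorescence of OMFP product · Schedule – 20 min at room temperature, dark · Evaluation – control-normalized % inhibition with plate pattern correction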
CSN inh – CSN deneddylation inhibition; Q92905; Purified CSN, SCF-Nedd8-OG deneddylation, fluorescence polarization; AID 651999; 360,000 compounds, 0.38% hits; inhibition, % at 12.5 µM;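 active = pattern-corrected inhibition above about 35%, with an unprinted fluorescence ratio check between 0.5 and 1.5, limit read from the data, passing the limit was not always enough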;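 also: 0% = enzyme with substrate and 100% = substrate without enzyme; some results filed as inactive read as strong as hits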
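Material: purified human Csn5 enzyme expressed in HEK293T cells / Medium: Tris buffer pH 7.5, NaCl, DTT, Tween-20, trehalose, ovalbumin / Compound dosing: 12.5 µM single point / Schedule: 90 min incubation of compound, enzyme and substrate at room temperature / Signal: fluorescence polarization of the substrate / Control set: no-enzyme wells high, enzyme-with-substrate wells low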
Scp-1 inhibitor – inhibitors of human Scp-1 phosphatase | Recombinant Scp1, phosphopeptide, malachite green phosphate absorbance | inhibition, % at 20 µM | 340,000 compounds, 0.88% hits | AID 493091;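 active = inhibition above about 50% at 20 µM, limit read from the data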;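 also: plate controls were DMSO wells with enzyme for no effect and wells lacking enzyme for full effect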
Target sequence (Q9GZU7 76-261 limits assumed): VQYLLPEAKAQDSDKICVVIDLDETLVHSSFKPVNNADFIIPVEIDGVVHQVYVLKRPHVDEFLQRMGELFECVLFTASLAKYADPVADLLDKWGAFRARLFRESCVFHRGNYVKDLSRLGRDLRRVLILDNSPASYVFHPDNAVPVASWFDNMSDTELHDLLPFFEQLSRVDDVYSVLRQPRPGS
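Test system: SCP-1 phosphatase catalytic domain, residues 76-261 | Compound dosing: One concentration, 20 µM, with 1.0% DMSO | Schedule: 45 min room-temperature reaction, 5 min colour, 30 min stabiliser | Detection: Absorbance at 630 nm | Read-out basis: % inhibition of SCP-1 phosphate liberation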
PABP1 MLLE inh – inhibitors of microRNA-mediated deadenylation, human PABP1 MLLE binding; P11940; GST-MLLE / FITC-PAM2 fluorescence polarization; inhibition, % at 20 µM; 360,000 compounds, 0.36% hits; in the data active = inhibition above about 35%, passing the limit was not always enough;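 also: plate controls were DMSO wells with GST-MLLE for no effect and wells lacking GST-MLLE protein for full effect; some results filed as inactive read as strong as hits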
Target sequence (P11940 whole entry, looked up): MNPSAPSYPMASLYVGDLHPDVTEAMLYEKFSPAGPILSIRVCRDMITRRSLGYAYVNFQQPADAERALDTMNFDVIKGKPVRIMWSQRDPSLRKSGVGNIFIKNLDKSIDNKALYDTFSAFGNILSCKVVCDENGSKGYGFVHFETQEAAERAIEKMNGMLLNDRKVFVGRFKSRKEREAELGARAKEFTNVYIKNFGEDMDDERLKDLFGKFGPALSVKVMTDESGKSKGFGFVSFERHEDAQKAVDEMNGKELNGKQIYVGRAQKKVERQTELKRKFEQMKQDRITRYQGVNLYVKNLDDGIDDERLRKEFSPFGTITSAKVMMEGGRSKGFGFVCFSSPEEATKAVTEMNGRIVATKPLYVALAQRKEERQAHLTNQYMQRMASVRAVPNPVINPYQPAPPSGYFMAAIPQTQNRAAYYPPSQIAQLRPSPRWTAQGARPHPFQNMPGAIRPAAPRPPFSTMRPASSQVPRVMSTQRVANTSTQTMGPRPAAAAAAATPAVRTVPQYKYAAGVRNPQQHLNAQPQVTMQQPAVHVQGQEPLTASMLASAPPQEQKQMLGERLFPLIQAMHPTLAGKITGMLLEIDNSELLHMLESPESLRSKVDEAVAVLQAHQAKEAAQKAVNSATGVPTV
TbMetRS inhib – blocks T. brucei methionyl-tRNA synthetase activity | inhibition, % at 11.9 µM | purified T. brucei MetRS, ATP depletion, Kinase-Glo luminescence | 360,000 compounds, 0.4% hits;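 active = inhibition above a per-plate cutoff of the control wells' mean inhibition plus 3 SD, cut at about 5.5% in these data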;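 also: 0% = DMSO wells median and 100% = median of wells with control inhibitor compound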
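Test system: purified T. brucei MetRS enzyme. Also added: ATP, methionine and E. coli bulk tRNA substrates. Compound: 11.9 µM single point. Schedule: 15 min enzyme-compound preincubation, 2 h reaction, 10 min detection, 25 °C. Signal: luciferase luminescence of residual ATP, Kinase-Glo. Evaluation: percent inhibition versus plate control medians. Controls: DMSO wells, low control.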
DNMT1 block – inhibitors of human DNMT1; inhibition (reported as % activation of signal), % at 10 µM; DNMT1 molecular beacon, Hinp1I cleavage, fluorescence; 360,000 compounds, 0.83% hits; P26358; AID 588458; in the data active = inhibition above about 50%
NadD block – inhibitors of Staphylococcus aureus NadD; purified NadD enzyme, colorimetric absorbance read-out; inhibition, % at 20 µM; 360,000 compounds, 0.78% hits; AID 602399; in the data active = inhibition above about 26%; also: some compounds past the cut are filed as inactive
Rpn11 inh – inhibitors of human proteasome Rpn11; O00487; human 26S proteasome, Ub4-pepOG fluorescence polarization; 20S core pre-blocked with epoxomicin; calls only at 20 µM; 360,000 compounds, 0.59% hits; AID 588493;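 active = inhibition at 20 µM, scaled to each plate's controls, above about 33%, limit read from the data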
SUMO1 PPI mod – SUMO1-SIM interaction modulation. 360,000 compounds, 0.33% hits. inhibition, % at 20 µM. AID 602429. P63165. SUMO1 binding to a labelled peptide, TR-FRET, 1 h; in the data active = inhibition above about 37%
Target sequence (P63165 whole entry, looked up): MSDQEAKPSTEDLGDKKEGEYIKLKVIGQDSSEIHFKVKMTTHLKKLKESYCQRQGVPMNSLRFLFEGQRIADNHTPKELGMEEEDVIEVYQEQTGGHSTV
LMPTP inh – LMPTP (human) inhibition | recombinant LMPTP-A, OMFP fluorogenic substrate, fluorescence intensity | inhibition, % at 20 µM | 360,000 compounds, 0.22% hits;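 active = compounds that cut the enzyme signal by at least half of the control window in the single-dose screen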;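 also: plate controls were DMSO wells with enzyme plus substrate for no effect and substrate without enzyme for full effect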
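Test system: LMPTP-A phosphatase enzyme; input: 0.625 nM LMPTP-A final; reagent: OMFP substrate, 400 µM final; compound dosing: 20 µM single dose, 3% DMSO; incubation: 50 min dark incubation at room temperature; measured by: endpoint fluorescence intensity from OMFP dephosphorylation; measure: % inhibition relative to no-enzyme and uninhibited control wells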
Active calls of the source: *; i = inactive; · = not tested or not shown; + = active, no number.

compound,STEP block,CSN inh,Scp-1 inhibitor,PABP1 MLLE inh,TbMetRS inhib,DNMT1 block,NadD block,Rpn11 inh,SUMO1 PPI mod,LMPTP inh
COc1ccc(N2CCN(S(=O)(=O)c3c(C)nc4scc(C)n4c3=O)CC2)cc1,0,0,5,2,-0.2,0,-5,i,3,0.0
CCOc1ccc(N2C(=O)CC(Sc3nccc(C)n3)C2=O)cc1 (stereo not drawn),-3,1,-7,11,-0.4,2,-4,i,-4,-0.6
CN(C)S(=O)(=O)N1CCC(Oc2cccc(C(=O)NC3CCOC3)c2)CC1 (stereo not drawn),1,-8,-2,3,0.4,1,4,i,0,-0.4
CCOC(=O)C1CCN(C(=O)COC(=O)c2ccccc2C(=O)c2ccc(Cl)cc2)CC1,-1,-5,-5,1,0.4,0,1,i,1,-1.5
COc1ccccc1NC(=O)C1=C(C)NC(=O)NC1c1ccccc1F (stereo not drawn),2,-1,-13,-11,-0.1,-2,-2,i,4,-0.6
O=C(Nc1nc(-c2nc3ccccc3s2)cs1)c1ccco1,0,9,-10,-5,-0.1,48,1,+,30,40
Cc1ccc(C(=O)Nc2ccc(N3CCCC3)cc2)cc1,0,8,-5,4,1.6,3,1,i,1,1.9
NC(=O)C1CCN(C(=O)CSc2ccccn2)CC1,0,1,-8,9,0.0,0,-2,i,1,-3.1
CSc1nc2sc3c(c2c(=O)[nH]1)CCCC3,4,6,-13,-1,-0.7,1,-3,i,1,-0.2
CC(C)(C)NC(=O)NC(=O)CN1CCN(S(=O)(=O)c2ccc3c(c2)OCCO3)CC1,3,-1,3,13,-0.5,4,-7,i,-3,0.2

Remaining list, next part:
compound,STEP block,CSN inh,Scp-1 inhibitor,PABP1 MLLE inh,TbMetRS inhib,DNMT1 block,NadD block,Rpn11 inh,SUMO1 PPI mod,LMPTP inh
CC(=O)NS(=O)(=O)c1ccc(N/C(N)=N/c2nc(C)cc(C)n2)cc1,-2,4,-4,8,1.6,-4,4,i,-1,-0.2
Cc1ccc(NC(=O)c2c(F)cccc2Cl)cc1NS(C)(=O)=O,-1,-3,-7,1,0.4,0,0,i,1,-1.7
N#C/C(=C/c1ccc(-c2ccc(S(N)(=O)=O)cc2)o1)C(=O)Nc1ccccc1,-3,-7,-3,-6,1.0,-3,6,i,-5,0.1
COc1ccc(OC)c(S(=O)(=O)N(C)CC(=O)O)c1,-2,2,-5,10,0.5,-2,-3,i,1,-1.9
CC(=O)Nc1ccc(C(=O)NNC(=O)c2cccc(C)c2)cc1,-1,1,-7,7,-0.4,5,-2,i,0,-1.0
O=C(O/N=C1/CCCc2occc21)c1ccc(Cl)cc1Cl,0,4,-24,3,-0.5,0,-3,i,1,1.4
CC(C)(C)c1ccc(C(=O)c2c[nH]c(C(=O)NCCCN3CCOCC3)c2)cc1,-1,-2,-8,6,-0.6,-2,-2,i,-3,-2.2
Cn1c(=O)c2[nH]c(N3CCCCC3)nc2n(C)c1=O,-3,0,-9,4,-1.2,3,-4,i,-2,-0.4
Cc1ccccc1Cn1ccc(NC(=O)CCSc2nc(-c3ccco3)cc(C(F)(F)F)n2)n1,6,-2,-11,-5,-0.9,-5,0,i,4,3.5
CC(NC(=O)c1ccc(N(C)C)cc1)C1CC2CCC1C2 (stereo not drawn),-2,2,3,0,-1.8,6,1,i,6,-0.5

(listing goes on)
compound,STEP block,CSN inh,Scp-1 inhibitor,PABP1 MLLE inh,TbMetRS inhib,DNMT1 block,NadD block,Rpn11 inh,SUMO1 PPI mod,LMPTP inh
CC1CC(Nc2ccccc2)c2ccccc2N1C(=O)c1ccncc1 (stereo not drawn),1,-7,0,10,-0.3,1,1,i,1,0.7
COc1cc(C2C(C(=O)c3cc4ccccc4o3)=C(O)C(=O)N2c2cc(C)on2)cc(OC)c1OC (stereo not drawn),2,0,-11,-13,0.1,0,9,i,-16,1.2
COCCN1Cc2c(sc(C)c2C)N(C(=O)c2ccccc2)C1,3,2,-14,17,-0.7,0,4,i,-10,-0.5
CCCn1c(C)cs/c1=N\C(=S)Nc1ccccc1,2,1,-2,-86,-0.7,11,4,i,-4,-1.1
COc1ccc(Cl)cc1NC(=O)CC1CCCC1,0,1,-7,-13,-0.8,0,-4,i,6,0.5
Cc1cc(=O)[nH]c(=S)n1-c1ccccc1,0,-4,-4,22,0.1,0,2,i,2,-2.2
CCOc1ccccc1NC(=O)c1cccc2c1C(=O)N(CCOC)C2,-2,-2,-7,-4,-0.9,-5,-4,i,3,-1.0
COC(=O)C(NC(=O)c1ccccc1)(Nc1nc(C)cs1)C(F)(F)F (stereo not drawn),-3,-3,7,3,-1.1,0,0,i,2,-2.3
O=C(Nc1ccccn1)C1CCN(S(=O)(=O)c2ccc(Cl)cc2)CC1,0,6,-3,6,-0.7,2,-2,i,-5,-1.1
COc1ccc(-c2nnc(SCc3nnc(-c4cccs4)o3)n2CC2CCCO2)cc1 (stereo not drawn),2,-12,12,15,0.5,2,-5,i,0,-1.3

More structures follow:
compound,STEP block,CSN inh,Scp-1 inhibitor,PABP1 MLLE inh,TbMetRS inhib,DNMT1 block,NadD block,Rpn11 inh,SUMO1 PPI mod,LMPTP inh
Cc1cccc(OCC(=O)Nc2ccc(S(=O)(=O)N3CCN(C)CC3)cc2)c1,-3,4,-9,3,-0.8,-5,8,i,12,-0.4
Cc1ccc(S(=O)(=O)CCc2ccncc2)cc1,-1,3,-5,-9,-0.3,2,1,i,0,-0.8
COc1ccc(OCC(=O)N/N=C2\CCc3ccccc32)cc1,-2,5,-8,-18,-1.3,1,-1,i,-4,-1.8
COC(=O)N/N=C\c1ccc(OC(=O)c2ccco2)cc1,-2,-9,-4,0,0.1,2,-5,i,-4,-1.1
O=C(Nc1cc(C(F)(F)F)ccc1-n1cncn1)c1ccc(Cl)cc1,3,0,-5,-2,-0.6,-5,2,i,-1,-0.2
COc1ccc(C=O)c(-c2c(CCO)sc3ccccc23)c1,·,1,·,·,-0.9,·,6,·,0,-0.6
O=C(NC1CC1)c1ccc2c(c1)N(Cc1ccccc1)CCS2,2,-1,-7,13,0.5,-2,-4,i,-6,0.3
N#CC1=C(N)n2c(s/c(=C\c3cccs3)c2=O)=C(C#N)C1c1cccs1 (stereo not drawn),2,66*,7,-23,0.7,18,49*,·,31,22
Cc1ccc(NC(=O)CCN2CCC(C)CC2)cc1,-1,-8,-5,2,0.2,-1,6,i,1,-3.2
O=C(CSc1cccc[n+]1[O-])Nc1ccc(Br)cc1Br,-1,-3,-4,11,0.1,-5,5,i,5,-0.7

The listing continues:
compound,STEP block,CSN inh,Scp-1 inhibitor,PABP1 MLLE inh,TbMetRS inhib,DNMT1 block,NadD block,Rpn11 inh,SUMO1 PPI mod,LMPTP inh
Nc1nc(CCl)nc(N(c2ccccc2)c2ccccc2)n1,0,3,-11,1,0.6,-2,0,i,3,-1.7
CCn1c(SCC(=O)N2CCOCC2)nc(O)cc1=O,-2,4,10,-1,-0.5,2,5,i,6,-0.4
C=CCn1c(SCC(=O)NC2CCCCC2)nnc1-c1sc(N)nc1C,0,0,0,-8,-0.6,6,-3,i,-1,-2.9
S=C(Nc1cccc(Cl)c1)N1CCN(Cc2ccccc2)CC1,-2,-18,-8,-88,0.1,0,3,i,-1,-0.6
C(=N\N1CCN(c2ccccn2)CC1)/c1ccccn1,1,3,-9,-4,0.0,0,2,i,1,-0.7
Cc1ccc(N/N=C(\C#N)C(=N)N2CCCCC2)cc1,0,-3,-3,19,-0.4,3,-4,i,-11,-1.4
COc1cc(N/C(N)=N/c2nc(C)cc(C)n2)cc(OC)c1,3,-1,23,5,-0.2,-3,-1,i,-4,-0.6
Cc1ccc2nc(CCc3ccc(N)cc3)[nH]c2c1,2,-1,-7,-35,-1.1,-23,0,i,4,2.8
CC(=O)NC1(c2nnnn2CCOC(=O)Nc2ccc(Cl)cc2)CCCC1,1,1,-4,0,0.2,2,-1,i,0,0.4
CN1CCN(c2ncc(CN3C(=O)c4ccccc4C3=O)s2)CC1,-1,-4,0,4,-0.5,-2,1,i,-7,-0.8

(listing goes on)
compound,STEP block,CSN inh,Scp-1 inhibitor,PABP1 MLLE inh,TbMetRS inhib,DNMT1 block,NadD block,Rpn11 inh,SUMO1 PPI mod,LMPTP inh
CCOc1ccc(CCNC(=O)C2CCN(c3nnc(-n4cccc4)s3)CC2)cc1,2,-2,0,11,-0.2,10,2,i,7,-0.3
O=S(=O)(c1ccc(NC(=S)NC2CC2)cc1)N1CCOCC1,-3,-4,-4,8,-0.1,-1,9,i,1,0.4
Cc1cc(C)c2c(CN3CCN(Cc4ccccc4)CC3)cc(=O)oc2c1,1,4,-4,-1,-0.9,0,-7,i,1,-0.6
O=C(Cn1c(=O)n(Cc2ccco2)c(=O)c2cc(Cl)ccc21)NCC1CCCO1 (stereo not drawn),2,1,0,-4,-1.2,-2,1,i,2,-0.8
